Screening results from PubChem BioAssay.
ST2 IL33 inh = inhibitors of human ST2 (IL1RL1) binding to IL-33, primary screen, biochemical, AlphaLISA; AlphaLISA ST2-Fc/biotin-IL-33 interaction, 1 h; inhibition, % for hits at 17 µM; hit rate 2.3% among 78,000; AID 1259354, 2018; in the data active = inhibition above about 30%; inconclusive = mostly about 10% to 28%
Target sequence (Q01638 whole entry, looked up): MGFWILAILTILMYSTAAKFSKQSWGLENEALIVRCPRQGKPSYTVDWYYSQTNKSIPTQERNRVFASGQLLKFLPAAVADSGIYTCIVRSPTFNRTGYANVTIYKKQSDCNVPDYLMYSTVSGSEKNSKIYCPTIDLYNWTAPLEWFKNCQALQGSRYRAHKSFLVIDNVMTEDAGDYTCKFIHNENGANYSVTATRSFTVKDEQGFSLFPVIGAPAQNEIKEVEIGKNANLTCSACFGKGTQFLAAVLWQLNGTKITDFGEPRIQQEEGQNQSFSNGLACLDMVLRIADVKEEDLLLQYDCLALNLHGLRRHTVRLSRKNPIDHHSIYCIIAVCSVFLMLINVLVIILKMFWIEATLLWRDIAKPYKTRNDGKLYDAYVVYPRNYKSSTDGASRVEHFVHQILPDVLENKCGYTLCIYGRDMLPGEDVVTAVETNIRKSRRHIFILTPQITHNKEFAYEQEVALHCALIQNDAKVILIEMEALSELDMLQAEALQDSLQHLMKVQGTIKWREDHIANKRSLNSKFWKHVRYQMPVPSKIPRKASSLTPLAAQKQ
* hit, by the source's call; i = inactive; ? = inconclusive. Only part of the results is shown; count on the stated rates, not on these rows.

Compound | ST2 IL33 inh
O=C(CSc1nc2ccccc2[nH]1)Nc1ccc(F)c(F)c1 | ?
Clc1nc(NCCCN2CCOCC2)nc(N(c2ccccc2)c2ccccc2)n1 | i
O=C(Nc1ccc(Cl)cn1)c1ccc(-c2ccc(Cl)cc2)o1 | i
Clc1ccc2nc(-c3ccco3)c(Nc3ccccc3)n2c1 | i
COc1ccc(/C=N\OC(=O)c2ccc(Cl)cc2)cc1Cn1cnc([N+](=O)[O-])n1 | i
CCCNC(=O)c1sc2c(Cl)c(OC)ccc2c1Cl | 53%*
CCn1c(C2CCN(C(=O)Cn3cnc4ccccc43)CC2)nn(C)c1=O | i
O=C(Nc1ccccc1)c1cc2n(n1)CCCN(C(=O)[C@H](O)c1ccccc1)C2 | ?
COc1ccc(C(=O)c2ccc(OC)cc2)cc1 | ?
O=C(/C=C1\Sc2ccccc2N(Cc2ccc(F)cc2)C1=O)NCCc1ccccc1 | ?
O=[N+]([O-])c1cccc(/C=C/c2ccccn2)c1 | 37%*
COc1ccc(-c2cc(=O)c3cc(F)ccc3o2)cc1OC | i
CN(C)c1ccc(Nc2c([N+](=O)[O-])cc([N+](=O)[O-])c3cccnc23)cc1 | 95%*
O=C(CCN1C(=O)c2ccccc2C1=O)Nc1cccc(C(F)(F)F)c1 | i
Cc1ccc2c(c1)C(=O)CCN2 | i
CC(=O)Nc1ccc(Nc2nc(-c3nnc(-c4ccc(F)cc4)o3)nc3ccccc23)cc1 | ?
Cc1c(CN2CCCC(CCC(=O)Nc3ccccc3F)C2)[nH]c2c(C)cccc12 (stereo not given) | i
CC(C)(C)n1nc2c(c1NC(=O)c1ccc(Cl)cc1)CSC2 | ?
Cc1cc2nc(Sc3c([N+](=O)[O-])ncn3C)[nH]c2cc1C | ?
N#C/C(=C\c1ccc(O)c(O)c1)C(=O)c1ccc(O)c(O)c1 | i
COC(=O)CSc1nc2c(c(=O)[nH]1)C(C1CCCC1)Cc1ccccc1-2 (stereo not given) | i
N#Cc1c(NC(=O)c2cccc(S(=O)(=O)Nc3ccccc3)c2)sc2c1CCCC2 | ?
COc1cc([N+](=O)[O-])ccc1NC(=O)c1cc(I)ccc1Cl | i
CCOc1ccccc1N1CCN(Cc2cc(Br)cs2)CC1 | i
CCC(=O)N1c2ccccc2-c2nnc(SC)nc2OC1c1ccccc1F (stereo not given) | ?
COc1ccc(-c2nnc3n2N=C(C(C)(C)C)CS3)cc1 | i
Cn1c(=O)c2nc3c(nc2n(C)c1=O)[nH]c1ccccc13 | i
COC(=O)c1cc2n(n1)CCCN(C(=O)c1cc(C(C)C)on1)C2 | i
O=C(Nc1nnc(COc2ccc(F)cc2)s1)c1ccco1 | ?
Cc1nc2ccccc2c2c1C(=O)N(c1cccnc1Cl)C2=O | i
Nc1ccc2c(c1)OC1(CCCCC1)O2 | 37%*
Nc1nc2n(n1)C(c1ccc(Cl)cc1)CC(c1ccccc1)N2 (stereo not given) | i
COc1ccc2nc3oc(C(=O)Nc4ccc(F)c(Cl)c4)cc3cc2c1 | ?
O=C1c2ccccc2CCC1C(O)c1ccccn1 (stereo not given) | i
NC(N)=NC(N)=Nc1ccc(Oc2ccccc2)cc1 | i
COc1cc(C2C(C#N)=C(N)Oc3n[nH]c(-c4ccccc4)c32)ccc1O (stereo not given) | i
Cc1cc(C)c(S(=O)(=O)Nc2ccc(F)cc2)c(C)c1 | i
CC1=C(C(=O)Nc2ccc(C)cn2)C(c2ccc(Cl)cc2Cl)C2=C(CCCC2=O)N1 (stereo not given) | ?
O=C1CCc2cc(S(=O)(=O)N3CCCCCC3)ccc2N1 | i
COc1cccc(C(O)c2nc3ccccc3n2C(C)C)c1OC (stereo not given) | i

A second format for some results above.
SMILES: N#Cc1c(NC(=O)c2cccc(S(=O)(=O)Nc3ccccc3)c2)sc2c1CCCC2
- ST2 IL33 inh: ?
SMILES: COc1cc([N+](=O)[O-])ccc1NC(=O)c1cc(I)ccc1Cl
- ST2 IL33 inh: i
SMILES: CCOc1ccccc1N1CCN(Cc2cc(Br)cs2)CC1
- ST2 IL33 inh: i

Continuation.
Compound | ST2 IL33 inh
COc1ccc(N2C(=O)C3CCCN3C2c2cc(OC)ccc2OC)cc1 (stereo not given) | i
Cc1[nH]nc(SCC(=O)Nc2ccc(C#N)cc2)c1[N+](=O)[O-] | ?
CC(C)c1csc(C(=O)N2CCN3C(=O)CNC(=O)C3C2)n1 (stereo not given) | i
Cc1cc(NC(=O)c2cccc(Cl)c2)nc2c1c(=O)oc1ccccc12 | i
COc1cccc(N=Cc2c(C)[nH]n(-c3ccccc3)c2=O)c1 | ?
C=CCOc1ccc(C2C(=C(O)c3ccc(OC)cc3)C(=O)C(=O)N2CCCn2ccnc2)cc1 (stereo not given) | i
COc1ccc(C2C(C#N)=C(N)OC3=C2C(=O)CC(C)(C)C3)cc1COc1ccc(Cl)cc1 (stereo not given) | i
C=C(C)COc1cccc(C(=O)N(C)C(C)c2nccs2)c1 (stereo not given) | i
CC(C)(C)c1ccc(-c2cc(C[C@H]3CNCC[C@H]3CC(=O)NCc3cccnc3)no2)cc1 | i
CC1CCN(C(=O)Cn2cnc3c(cnn3-c3ccccc3)c2=O)CC1 | i
COCCCNC(=O)c1ccc(CS(=O)(=O)c2ccc(Br)cc2)o1 | i
Cc1cccn2c(=O)c3cc(C(=O)N4CCOCC4)n(C)c3nc12 | i
Cc1ccc(C2(O)CCN(C(=O)CCn3cnnn3)CC2)nc1 | i
COc1cc(/C=C2/SC(=Nc3ccccc3)NC2=O)cc(OC)c1 | ?
COc1ccc(S(=O)(=O)Cc2ccc(C(=O)NCCC(C)C)o2)cc1 | i
Cc1c(-c2ccc(Cl)cc2)n[nH]c1C(=O)N1CCCC(O)(CN(C)C)C1 (stereo not given) | i
COc1ccccc1CNC(=O)c1cccc(F)c1 | i
Cc1cccc(CSc2nc(C)nc3c2c(=O)n(C)c(=O)n3C)c1 | i
CC(Sc1nc2c(c(=O)n1-c1ccc(F)cc1)SCC2)c1ccccc1 (stereo not given) | i
CC(=O)C(C)n1c(CN2CCOCC2)nc2c1c(=O)[nH]c(=O)n2C (stereo not given) | i
COc1ccc(-c2noc(CN3CCN(c4ccccc4F)CC3)n2)cc1 | ?
COCCNC(=O)c1c(NC(=O)COc2ccccc2F)sc2c1CCCC2 | i
CCOC(=O)C1(Cc2ccc(F)cc2F)CCCN(C(=O)Nc2ccc3c(c2)OCO3)C1 (stereo not given) | ?
CCOC(=O)c1c(NC(=O)c2ccc(Br)o2)sc2c1CCC(C)C2 (stereo not given) | i
CCCNS(=O)(=O)c1ccc([N+](=O)[O-])cc1 | i
O=C(NCc1ccco1)c1cc(-c2ccc(F)cc2)on1 | i
CC(C)OCCCNC(=O)C1CC(=O)N(C2CCCCCCC2)C1 (stereo not given) | i
CCc1ccccc1N(CC(=O)Nc1cccc([N+](=O)[O-])c1)S(C)(=O)=O | i
CC(=O)Nc1ccc(Oc2nc(-c3ccccc3F)nc3ccccc23)cc1 | i
CCC(=O)N1N=C(c2cccs2)CC1c1ccc(OC)cc1 (stereo not given) | ?
Cc1cccc(C)c1NC(=O)C(C)Sc1ccccc1 (stereo not given) | i
COc1cccc(CN2CCCC3(CCN(Cc4cccc(C(C)=O)c4)C3)C2)c1OC (stereo not given) | ?
CCOc1ccccc1NC(=O)c1ccc2c(c1)C(=O)N(C(C)(C)C)C2=O | i
Cc1cccc(C)c1NC(=O)c1cccc(Br)c1 | i
O=C(NC1CC1)C1C2C=CC3(CN(Cc4cccs4)C(=O)C13)O2 (stereo not given) | i
CN(C)CC/C=C1\c2ccccc2COc2ccccc21 | i
c1cncc(-c2nnc([C@H]3CCN(Cc4c[nH]c5ccccc45)C3)o2)c1 | i
COC(=O)c1ccc(-c2noc(CN3CCCCC3c3nccs3)n2)cc1 (stereo not given) | i
Nc1ccccc1-c1nnc(SCc2ccccc2Cl)[nH]c1=O | i
Cc1nc2sc(C(c3ccccc3)N3CCN(c4cccc(Cl)c4)CC3)c(O)n2n1 (stereo not given) | ?

The list continues:
Structure | ST2 IL33 inh
Nc1ncnc(Nc2ccc(Oc3ccccc3)cc2)c1[N+](=O)[O-] | i
C/C=C(/C)C(=O)Oc1c(OC)c(OC)cc2c1-c1c(cc(OC)c(OC)c1OC)C[C@](C)(O)[C@@H](C)C2 | i
CCn1nc(C)c(CN2CCCC(Nc3ccc(C(C)C)cc3)C2)c1C (stereo not given) | i
COCCn1cc(C(=O)N2CCN(c3ccccc3)CC2)c2c3ccccc3n(C)c2c1=O | i
COc1ccc(-n2cnc3c(oc4ccccc43)c2=O)cc1 | i
COc1ccc(-c2nnc(-c3ccc(OC)cc3)o2)cc1 | i
O=S1(=O)CC2N=C(N3CCC4(CC3)OCCO4)SC2C1 (stereo not given) | i
CCC(C)N(C(=O)C1CCCO1)C(C)CC (stereo not given) | i
Cc1ccc(OCC(=O)Nc2ccc(C)cc2[N+](=O)[O-])c(C)c1 | i
COc1ccc(-n2nc3cc(C)c(NC(=O)c4ccccc4[N+](=O)[O-])cc3n2)cc1 | i
N#Cc1c(-c2ccccc2)nc(N2CCCCC2)[nH]c1=O | ?
CCc1ccc2nc(N3CCC(C(=O)NCc4cccs4)CC3)sc2c1 | i
Cc1ccsc1CNc1ccccc1C(=O)N1CCCC(CCN)C1 (stereo not given) | ?
CCC(CC)C(=O)Nc1c(C)cccc1C | i
CC(C(=O)N1CCCc2c1c(=O)oc1ccc(O)cc21)N1CCC(Cc2ccccc2)CC1 (stereo not given) | i
COc1ccc(-c2nnc(-c3ccc(C)cc3)o2)cc1 | i
CCOC(=O)c1c(C)nn(Cc2cccc(Cl)c2)c1N | i
O=C(NCCN1CCCC1)C1CCN(c2ccc(-c3cccs3)nn2)CC1 | i
CCN1CC(CNC(=O)c2cc(NC(=O)C(C)C)cc3nc(C)n(Cc4ccccc4)c23)CC1=O (stereo not given) | i
CN(C(=O)c1cc(-c2ccc3c(c2)OCO3)on1)c1ccccc1 | i

Reformatted field by field: part of the list above
> COc1cccc(C(O)c2nc3ccccc3n2C(C)C)c1OC (stereo not given)
  ST2 IL33 inh: i
> COc1ccc(N2C(=O)C3CCCN3C2c2cc(OC)ccc2OC)cc1 (stereo not given)
  ST2 IL33 inh: i
> Cc1[nH]nc(SCC(=O)Nc2ccc(C#N)cc2)c1[N+](=O)[O-]
  ST2 IL33 inh: ?
> CC(C)c1csc(C(=O)N2CCN3C(=O)CNC(=O)C3C2)n1 (stereo not given)
  ST2 IL33 inh: i

Remaining list, next part.
Structure | ST2 IL33 inh
Cc1csc2ncc(C(=O)NCCC(c3ccccc3)c3ccccc3)c(=O)n12 | i
CCN(CC)CCCC(C)Nc1ccnc2cc(Cl)ccc12 (stereo not given) | ?
CN(Cc1nc2ccccc2s1)C(=O)c1cccc(Cn2cccn2)c1 | i
Cc1cc(C(=O)Nc2nnc(C(C)(C)C)s2)ccc1[N+](=O)[O-] | i
O=C(Nc1cccc2c1C(=O)c1ccccc1C2=O)c1ccc(Cl)s1 | ?
Cc1ccc(N(C(=O)C(C)(C)C)C2C=CS(=O)(=O)C2)cc1C (stereo not given) | i
COc1cccc(-c2nc(C(F)(F)F)nc(C)c2C)c1F | ?
NC(=O)c1ccc(NC(=O)c2ccc(=O)n(Cc3ccc(Cl)cc3)c2)cc1 | i
O=C(c1ccc(-n2ccnc2)cc1)N1CCCC(Nc2ccc3c(c2)OCCO3)C1 (stereo not given) | i
CC(=O)Nc1ccc(/C=C2/SC(=Nc3ccccc3)NC2=O)cc1 | 31%*
CC1(C)CC1(C(=O)NCCc1nnc(N)s1)c1cccs1 (stereo not given) | i
c1ccc(-c2n[nH]c(C3CC3)n2)c(-c2nn[nH]n2)c1 | ?
Nc1nc(Cl)nc2c1ncn2[C@@H]1O[C@H](COP(=O)(O)OP(=O)(O)OP(=O)(O)O)[C@@H](O)[C@H]1O | i
O=C1c2[nH]nc(-c3ccccc3)c2C(c2ccc3c(c2)OCO3)N1c1ccccc1 (stereo not given) | i
O=C(CSc1nc2ccccc2c2nc(CCN3CCCCC3)nn12)NC1CCCCC1 | i
CS(=O)(=O)N1CCC(C(=O)NC2CCCCCCC2)CC1 | i
COc1ccc(OC)c(C2NC(=O)NC(C)=C2C(=O)OC2CCCCCC2)c1 (stereo not given) | i
Cc1nn(CCCC(=O)Nc2ccc(Cl)cc2Cl)c(C)c1[N+](=O)[O-] | i
O=C(c1ccc2cc[nH]c2c1)N1CCCC(CCc2ccccc2C(F)(F)F)C1 (stereo not given) | ?
CC(C)(C)C(=O)Nc1cccc(C(=O)NN)c1 | i
FC(F)(F)c1cc(-c2cccs2)nc(-n2cnc3ccccc32)n1 | ?
CCCS(=O)(=O)N1CCCC(C(=O)NC2CCCC(C)C2C)C1 (stereo not given) | i
COc1ccc(CON2C(=O)c3ccccc3C2=O)cc1 | i
CCOC(=O)C1(CCCc2ccccc2)CCN(C(=O)c2cc(CC(C)C)nc(C)n2)CC1 | i
Cn1cnc2cc(C(=O)N3CCNCC3C(=O)N3CCCC3)ccc2c1=O (stereo not given) | i
CC(=O)Nc1cccc(-c2ncc(C(F)(F)F)cc2Cl)c1 | i
O=C1C2CCCCC2C(=O)N1c1ccc(F)cc1 (stereo not given) | i
COc1cccc(-c2nc3cc(N=Cc4ccccc4[N+](=O)[O-])ccc3o2)c1 | ?
Cc1c(C(=O)Nc2cc(Cl)c(Cl)cc2Cl)cccc1[N+](=O)[O-] | ?
CC1=C(C(=O)Nc2cccc(C)n2)C(c2cccc(Cl)c2Cl)C2=C(CC(C)(C)CC2=O)N1 (stereo not given) | i
O=C(c1cnc2n(c1=O)CCS2)N1CCc2ccccc21 | i
